Mdm2 MdmX PPI: disrupts the human Mdm2-MdmX interaction; SaOS-2 split-luciferase Mdm2/MdmX complementation, luminescence; AID 485346; 330,000 tested, 3% active; inhibition, % at 8 µM;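 active = inhibition of at least 50% at 8 µM in the primary screen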
CXCR6 inh: blocks human CXCR6 beta-arrestin recruitment; O00574; CHO-K1 PathHunter CXCR6 beta-arrestin, luminescence; inhibition, % at 20 µM; AID 602244; 360,000 tested, 0.36% active; in the data active = inhibition above about 34%, passing the limit was not always enough;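 also: antagonist mode with CXCL16 agonist at 10 nM final; 0% = 10 nM CXCL16 with DMSO and 100% = unstimulated wells without agonist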
Target sequence (O00574 whole entry, looked up): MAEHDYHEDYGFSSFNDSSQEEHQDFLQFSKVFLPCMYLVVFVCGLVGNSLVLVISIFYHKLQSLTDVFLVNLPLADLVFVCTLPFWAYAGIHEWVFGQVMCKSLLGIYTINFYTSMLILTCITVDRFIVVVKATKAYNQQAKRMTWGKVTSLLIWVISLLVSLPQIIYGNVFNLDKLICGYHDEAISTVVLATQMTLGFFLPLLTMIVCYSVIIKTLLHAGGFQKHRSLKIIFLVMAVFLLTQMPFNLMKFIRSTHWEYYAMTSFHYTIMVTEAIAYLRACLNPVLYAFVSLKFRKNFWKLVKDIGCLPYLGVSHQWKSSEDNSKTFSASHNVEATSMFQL
APJ antag: antagonists of human APJ apelin receptor. P35414. CHO-K1 APJ beta-arrestin complementation, luminescence. inhibition, % at 20 µM. 330,000 tested, 0.32% active. AID 2521;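 active = inhibition above about 40% at 20 µM, limit read from the data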;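 also: cells challenged with 10 nM apelin-13 agonist together with compound; plate controls were apelin-13 plus DMSO wells for no effect and DMSO wells lacking apelin-13 for full effect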
Target sequence (P35414 whole entry, looked up): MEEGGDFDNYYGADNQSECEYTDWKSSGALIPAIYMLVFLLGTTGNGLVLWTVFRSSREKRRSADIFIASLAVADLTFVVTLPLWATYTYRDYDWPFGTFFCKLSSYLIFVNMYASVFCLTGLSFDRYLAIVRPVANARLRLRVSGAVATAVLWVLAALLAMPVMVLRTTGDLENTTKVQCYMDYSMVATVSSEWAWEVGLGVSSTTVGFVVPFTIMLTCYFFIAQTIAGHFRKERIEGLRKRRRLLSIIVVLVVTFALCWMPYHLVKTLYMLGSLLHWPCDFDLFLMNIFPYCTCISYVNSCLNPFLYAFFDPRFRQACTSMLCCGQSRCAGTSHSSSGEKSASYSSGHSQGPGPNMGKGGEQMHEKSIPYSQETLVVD
APJ ag: activates the human apelin receptor APJ; CHO-K1 APJ PathHunter beta-arrestin, luminescence; 0% DMSO wells, 100% apelin; P35414; 330,000 tested, 0.11% active; activation, % at 20 µM;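 active = activation more than six SD over the plate average, tested at 20 µM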;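 also: 0% = DMSO alone and 100% = apelin-13 at 10 nM; some results filed as inactive read as strong as hits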
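assay system = CHO-K1 APJ beta-arrestin complementation cell line | input = cell density 1000 per well | dosing = compound 20 µM once, DMSO 1% | timing = compound 90 min 25 °C, reagent 1 h | measured by = luminescence from split beta-galactosidase complementation, Galacton Star/Emerald II substrate | read-out basis = APJ agonist activity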
XBP1 UPR activ: adaptive UPR (XBP1) activation. activation, % at 20 µM. CHO-XBP1 luciferase reporter, IRE1-XBP1 UPR activation, luminescence; percent of tunicamycin response, DMSO as zero. 330,000 tested, 0.33% active. AID 463104;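 active = versus positive control, 20 µM dose yields 30% or more activation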;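 also: 100% = tunicamycin at 10 µg/mL and 0% = DMSO only wells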
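Material: CHO-XBP1 cells stably carrying IRE1-XBP1-driven luciferase reporter | Medium: F12 with 10% serum | Compound dosing: 20 µM single concentration, DMSO 1% | Incubation: Overnight seeding at 37 °C, 6 h compound treatment at 37 °C | Detection: Steady-Glo luminescence read | Read-out basis: % activation of reporter signal versus tunicamycin and DMSO controls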
tim23-1 inh: tim23-1 yeast growth inhibition. S. cerevisiae tim23-1 growth, BacTiter-Glo luminescence, 24 h. inhibition, % at 20 µM. 330,000 tested, 1.3% active;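 active = growth inhibition of the mutant yeast at or above 50%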;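 also: temperature-sensitive mutant grown at 25 °C; plate controls were DMSO-treated mutant yeast for no effect and medium wells lacking yeast for full effect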
tim10-1 inh: growth inhibitors of tim10-1 mutant yeast; 330,000 tested, 2.2% active; AID 463190; S. cerevisiae tim10-1 ts strain growth, BacTiter-Glo, 24 h; inhibition, % at 20 µM;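 active = inhibition of at least 40%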;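 also: mutant grown at 25 °C; 0% = DMSO wells with yeast and 100% = wells holding no yeast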
CHOP UPR activ: apoptotic UPR (CHOP) activation; CHO-CHOP luciferase reporter, luminescence; percent of tunicamycin response over DMSO baseline; activation, % at 10 µM; 330,000 tested, 0.34% active; AID 449763;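 active = at 10 µM dose, activation of 40% or more, normalized to positive control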;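 also: 100% = tunicamycin at 10 µg/mL and 0% = DMSO alone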
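System: CHO CHOP reporter cells. Amount: 500 cells per well. Buffer or medium: F12 medium, 10% FBS. Compound dosing: one dose, 10 µM in 0.5% DMSO. Incubation: 6 h compound exposure at 37 °C after overnight seeding. Technique: Steady-Glo luciferase luminescence. Benchmarks: tunicamycin and DMSO controls.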
TIM10 inh: inhibits growth of TIM10 yeast strain; AID 463195; 330,000 tested, 1.4% active; inhibition, % at 10 µM; S. cerevisiae TIM10 strain growth, BacTiter-Glo luminescence, 24 h;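 active = inhibition of 40% or more at the single tested concentration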;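 also: wild-type TIM10 isogenic control strain grown at permissive 25 °C; 0% = DMSO yeast wells and 100% = minimal medium wells without yeast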
Active calls of the source: *. These rows are one share of the data, so the mix of outcomes need not match the whole.

For CCN(CC)C(=O)CN1C(=O)C2(NC(=O)c3ccccc3N2)c2ccccc21 (stereo unspecified) the results were Mdm2 MdmX PPI -20, CXCR6 inh 0, APJ antag 14, APJ ag -1, XBP1 UPR activ -3, tim23-1 inh 13, tim10-1 inh 5, CHOP UPR activ -2.1 and TIM10 inh -1.
O=C1c2cccnc2Nc2ccccc2N1CCCF was read as Mdm2 MdmX PPI 17, CXCR6 inh -5, APJ antag 13, APJ ag -5, XBP1 UPR activ -1, tim23-1 inh -5, tim10-1 inh -5, CHOP UPR activ -3.1 and TIM10 inh 2.
Screening O=C(/C=C/Nc1ccccc1Oc1ccccc1)c1ccco1 returned Mdm2 MdmX PPI -25, CXCR6 inh 5, APJ antag -21, APJ ag 0, XBP1 UPR activ 2, tim23-1 inh 29, tim10-1 inh 43*, CHOP UPR activ -1.4 and TIM10 inh 23.
Cc1cc(C)c(C)c(C(=O)COC(=O)CNC(=O)CNC(=O)c2ccco2)c1C was read as Mdm2 MdmX PPI 26, CXCR6 inh 7, APJ antag -6, APJ ag 1, XBP1 UPR activ -5, tim23-1 inh 13, tim10-1 inh 5, CHOP UPR activ -0.2 and TIM10 inh -6.
O=C(Nc1ccccc1OC(F)(F)F)c1ccc([N+](=O)[O-])cc1 was read as Mdm2 MdmX PPI 1, CXCR6 inh 2, APJ antag -34, APJ ag 2, XBP1 UPR activ 0, tim23-1 inh 17, tim10-1 inh 31, CHOP UPR activ -1.8 and TIM10 inh 3.
Screening C/C(=N\NS(=O)(=O)c1ccccc1)c1ccccc1 returned Mdm2 MdmX PPI -16, CXCR6 inh -2, APJ antag 9, APJ ag -1, XBP1 UPR activ -2, tim23-1 inh 16, tim10-1 inh 18, CHOP UPR activ -0.6 and TIM10 inh -1.
`Cn1c(SCC(=O)NCc2cccs2)nnc1-c1cccs1` gave Mdm2 MdmX PPI 24, CXCR6 inh -5, APJ antag 12, APJ ag -4, XBP1 UPR activ -1, tim23-1 inh -7, tim10-1 inh 14, CHOP UPR activ -0.5 and TIM10 inh 9.
Screening Cc1ccc(NC(=O)c2ccc3nsnc3c2)c(C)c1 returned Mdm2 MdmX PPI -33, CXCR6 inh 14, APJ antag 6, APJ ag -2, XBP1 UPR activ -4, tim23-1 inh 11, tim10-1 inh 21, CHOP UPR activ 5.0 and TIM10 inh 13.
COc1ccc(NC(=O)c2cc(C)on2)cc1 was read as Mdm2 MdmX PPI -57, CXCR6 inh 4, APJ antag -3, APJ ag -2, XBP1 UPR activ 0, tim23-1 inh -9, tim10-1 inh -1, CHOP UPR activ 4.5 and TIM10 inh -18.
Screening CCc1ccc(CNCc2ccc(OCC(O)CN(C)Cc3ccccc3)cc2)nc1 (stereo unspecified) returned Mdm2 MdmX PPI 38, CXCR6 inh 3, APJ antag 4, APJ ag -1, XBP1 UPR activ -3, tim23-1 inh -36, tim10-1 inh -1, CHOP UPR activ 1.6 and TIM10 inh -1.
CNC(=S)NN(C)c1nc(C)cc(C)n1 was read as Mdm2 MdmX PPI 25, CXCR6 inh 5, APJ antag -4, APJ ag -3, XBP1 UPR activ -5, tim23-1 inh -9, tim10-1 inh 10, CHOP UPR activ 0.1 and TIM10 inh 3.
C/C=C/C=C/C(=O)N1CC2(CC(c3cccc(NC(=O)/C=C/C)c3)=NO2)C[C@@H]1C(N)=O (stereo partly specified) was read as Mdm2 MdmX PPI 24, CXCR6 inh 1, APJ antag 17, APJ ag -5, XBP1 UPR activ -1, tim23-1 inh 3, tim10-1 inh 5, CHOP UPR activ -1.6 and TIM10 inh 12.
For O=C(CNC(=O)c1ccccc1F)N/N=C/c1ccc2c(c1)OCO2 the results were Mdm2 MdmX PPI -31, CXCR6 inh 0, APJ antag -3, APJ ag -1, XBP1 UPR activ 1, tim23-1 inh -13, tim10-1 inh -4, CHOP UPR activ 3.3 and TIM10 inh 6.
`COc1cc(NC(=O)COC(=O)CNC(=O)C2CCCCC2)cc(OC)c1` gave Mdm2 MdmX PPI 17, CXCR6 inh -7, APJ antag 1, APJ ag -3, XBP1 UPR activ -2, tim23-1 inh 2, tim10-1 inh -3, CHOP UPR activ -1.3 and TIM10 inh 5.
For CCOc1ncccc1C(=O)OCC(=O)NCc1cccs1 the results were Mdm2 MdmX PPI -7, CXCR6 inh 6, APJ antag 1, APJ ag -2, XBP1 UPR activ -2, tim23-1 inh -3, tim10-1 inh 10, CHOP UPR activ -1.5 and TIM10 inh 3.
`O=C(CN1CCC(n2nnc3cc(C(F)(F)F)ccc32)CC1)NCc1cccs1` gave Mdm2 MdmX PPI 0, CXCR6 inh 0, APJ antag -1, APJ ag 1, XBP1 UPR activ -1, tim23-1 inh 23, tim10-1 inh 27, CHOP UPR activ -2.4 and TIM10 inh 23.
Screening COc1ccc(-c2csc(N(CC3CCCO3)C(=O)c3cccs3)n2)cc1 (stereo unspecified) returned Mdm2 MdmX PPI 21, CXCR6 inh -4, APJ antag 1, APJ ag -4, XBP1 UPR activ 1, tim23-1 inh 29, tim10-1 inh 22, CHOP UPR activ -1.5 and TIM10 inh 29.
For COc1ccccc1-c1cc(-c2ccccc2)nc(=O)[nH]1 the results were Mdm2 MdmX PPI 25, CXCR6 inh -6, APJ antag 18, APJ ag -4, XBP1 UPR activ 1, tim23-1 inh 20, tim10-1 inh -6, CHOP UPR activ -0.5 and TIM10 inh 8.
`O=c1[nH]c(NCCO)nc2c1C1(CCCC1)Cc1ccccc1-2` gave Mdm2 MdmX PPI 3, CXCR6 inh -6, APJ antag 14, APJ ag 3, XBP1 UPR activ -2, tim23-1 inh 10, tim10-1 inh 20, CHOP UPR activ 1.6 and TIM10 inh 4.
For Cc1ccc(-n2c(=O)c3sccc3n(Cc3cc(=O)n4cc(Cl)ccc4n3)c2=O)cc1F the results were Mdm2 MdmX PPI 7, CXCR6 inh -2, APJ antag 1, APJ ag 2, XBP1 UPR activ 4, tim23-1 inh 32, tim10-1 inh 31, CHOP UPR activ -0.2 and TIM10 inh 22.
CCCc1cc(=O)[nH]c(SCC(=O)N2CCCCCC2)n1 was read as Mdm2 MdmX PPI 14, CXCR6 inh -2, APJ antag -8, APJ ag -3, XBP1 UPR activ 3, tim23-1 inh 3, tim10-1 inh -8, CHOP UPR activ -1.1 and TIM10 inh 7.
`O=c1ccn(Cc2ccccc2Cl)cc1` gave Mdm2 MdmX PPI -2, CXCR6 inh -3, APJ antag 10, APJ ag -2, XBP1 UPR activ -3, tim23-1 inh 1, tim10-1 inh -7, CHOP UPR activ -0.8 and TIM10 inh 1.
Screening C#CCN1Cc2ccccc2Oc2cc(Br)ccc2S1(=O)=O returned Mdm2 MdmX PPI 32, CXCR6 inh -1, XBP1 UPR activ 1, tim23-1 inh 43, tim10-1 inh 8, CHOP UPR activ 1.7 and TIM10 inh -22.
CSc1ncccc1C(=O)N1CCN(S(=O)(=O)c2ccc3ccccc3c2)CC1 was read as Mdm2 MdmX PPI 5, CXCR6 inh 1, APJ antag -44, APJ ag -3, XBP1 UPR activ -4, tim23-1 inh 32, tim10-1 inh 30, CHOP UPR activ -2.7 and TIM10 inh 6.
Screening O=C(Nc1cccc(C(=O)N2CCOCC2)c1)c1ccc([N+](=O)[O-])cc1 returned Mdm2 MdmX PPI -1, CXCR6 inh 0, APJ antag -10, APJ ag 3, XBP1 UPR activ 0, tim23-1 inh 3, tim10-1 inh -3, CHOP UPR activ -0.8 and TIM10 inh 4.
For COc1ccc(C2CC(c3ccccc3)=NN2C(=O)COC(=O)c2cccnc2)cc1 (stereo unspecified) the results were Mdm2 MdmX PPI -4, CXCR6 inh 8, APJ antag -21, APJ ag -1, XBP1 UPR activ 2, tim23-1 inh 35, tim10-1 inh 26, CHOP UPR activ 5.9 and TIM10 inh 24.
S=c1[nH]nc(-c2ccc(Cl)cc2)n1-c1cccnc1 was read as Mdm2 MdmX PPI -38, CXCR6 inh 4, APJ antag 8, APJ ag -1, XBP1 UPR activ 0, tim23-1 inh 3, tim10-1 inh 2, CHOP UPR activ 0.7 and TIM10 inh 15.
Screening CNC(=O)CSc1nnc(-c2cccc(S(=O)(=O)N3CCOCC3)c2)n1-c1ccc(F)cc1 returned Mdm2 MdmX PPI 2, CXCR6 inh 9, APJ antag -8, APJ ag 2, XBP1 UPR activ -1, tim23-1 inh 2, tim10-1 inh 6, CHOP UPR activ -0.2 and TIM10 inh -10.
Screening S=c1nc(-c2sccc2OCc2ccc(Cl)cc2Cl)[nH][nH]1 returned Mdm2 MdmX PPI -10, CXCR6 inh -2, APJ antag -3, APJ ag -2, XBP1 UPR activ -3, tim23-1 inh -1, tim10-1 inh 34, CHOP UPR activ 1.3 and TIM10 inh 41*.
For N#CCCCc1cc2ccccc2cn1 the results were Mdm2 MdmX PPI 11, CXCR6 inh 6, APJ antag 0, APJ ag 0, XBP1 UPR activ 1, tim23-1 inh 5, tim10-1 inh 7, CHOP UPR activ 2.6 and TIM10 inh 7.
For CCCCn1c(N)c(N(C)C(=O)c2ccc(Br)o2)c(=O)[nH]c1=O the results were Mdm2 MdmX PPI 18, CXCR6 inh -4, APJ antag 20, APJ ag -2, XBP1 UPR activ -1, tim23-1 inh 8, tim10-1 inh 10, CHOP UPR activ 0.3 and TIM10 inh 5.
COC(=O)C(C)Nc1cccc(Br)c1 (stereo unspecified) was read as Mdm2 MdmX PPI 21, CXCR6 inh 4, APJ antag 12, APJ ag -2, XBP1 UPR activ 2, tim23-1 inh -1, tim10-1 inh -1, CHOP UPR activ -1.0 and TIM10 inh -2.
For CN=c1scc(C)n1/N=C/c1ccc(O)cc1O the results were Mdm2 MdmX PPI -47, CXCR6 inh 0, APJ antag 10, APJ ag -5, XBP1 UPR activ -2, tim23-1 inh 47, tim10-1 inh 3, CHOP UPR activ -0.6 and TIM10 inh 23.
`CNC(=O)c1c(NC(=O)C(C)C)sc2c1CCC2` gave Mdm2 MdmX PPI -6, CXCR6 inh 2, APJ antag 14, APJ ag -4, XBP1 UPR activ -3, tim23-1 inh 17, tim10-1 inh 15, CHOP UPR activ 1.9 and TIM10 inh 13.
`Cc1cc(C)c(NC(=O)COC(=O)c2ccc([N+](=O)[O-])s2)c(C)c1` gave Mdm2 MdmX PPI 12, CXCR6 inh -7, APJ antag -46, APJ ag 5, XBP1 UPR activ -3, tim23-1 inh -76, tim10-1 inh 12, CHOP UPR activ 0.4 and TIM10 inh -10.
`CCc1cccc(NC(=O)c2cc(OC)c(OC)c(OC)c2)c1` gave Mdm2 MdmX PPI -15, CXCR6 inh 5, APJ antag 14, APJ ag -3, XBP1 UPR activ 4, tim23-1 inh 20, tim10-1 inh 12, CHOP UPR activ 1.3 and TIM10 inh -4.
For CN(c1ccccc1)S(=O)(=O)c1ccc(Cl)c(C(=O)NCc2ccco2)c1 the results were Mdm2 MdmX PPI 28, CXCR6 inh 0, APJ antag 4, APJ ag -2, XBP1 UPR activ -4, tim23-1 inh 12, tim10-1 inh 0, CHOP UPR activ 1.1 and TIM10 inh -1.

Compound activity (PubChem BioAssay)
